Bioassay records (PubChem)
IP6K1 inh: IP6K1 kinase inhibition. hit rate 0.81% among 140,000. IP6K1 kinase, ADP-Glo luminescence, 2 h; stronger effect = lower value. Q92551. activity change, % (series mostly up to about 58 µM); in the data active means activity change below about -25%
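ADP-Glo luminescence measures ADP made by human IP6K1 during a 2 h RT reaction with ATP/IP6 (mix at 1.3 mM/130 uM); top library doses 57.5 and 19.1 uM final.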
FLuc inh: inhibitors of firefly (Photinus pyralis) luciferase; Potency, µM (doses to about 115 µM), for the others: at the top dose activity change, negative = inhibition, hits mostly inhibitors; P08659; hit rate 2.5% among 76,000; purified P. pyralis luciferase, luminescence, biochemical; further: potency means the concentration at half of the fitted maximal effect; nearly all actives have a fitted effect of over 65% in size
Target sequence (P08659 whole entry, looked up): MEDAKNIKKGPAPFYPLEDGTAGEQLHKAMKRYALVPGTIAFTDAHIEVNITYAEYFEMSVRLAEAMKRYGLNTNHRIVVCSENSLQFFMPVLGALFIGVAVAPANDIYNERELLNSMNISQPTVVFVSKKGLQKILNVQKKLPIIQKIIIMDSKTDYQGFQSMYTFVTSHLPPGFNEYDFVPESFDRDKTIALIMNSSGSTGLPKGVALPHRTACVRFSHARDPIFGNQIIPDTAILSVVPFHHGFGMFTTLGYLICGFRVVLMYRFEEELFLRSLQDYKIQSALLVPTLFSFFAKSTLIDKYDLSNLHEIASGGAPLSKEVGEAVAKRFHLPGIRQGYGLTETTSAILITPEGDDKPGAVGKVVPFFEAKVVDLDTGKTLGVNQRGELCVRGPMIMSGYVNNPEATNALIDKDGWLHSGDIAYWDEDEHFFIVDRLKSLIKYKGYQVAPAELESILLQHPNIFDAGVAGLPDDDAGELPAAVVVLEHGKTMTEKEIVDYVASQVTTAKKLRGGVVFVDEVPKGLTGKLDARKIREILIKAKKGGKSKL
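Luminescence read by CCD imager after adding enzyme (10nM final) to wells holding compound, titrated in qHTS. Substrates 10uM each D-luciferin and ATP; buffer 50mM Tris acetate pH 7.5, 10mM Mg acetate, Tween-20, BSA.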
HEK cytotox: cytotoxic compounds in HEK 293 cells; hit rate 6.6% among 94,000; AID 1345083; HEK 293 viability, ATP luminescence (CellTiter-Glo), 48-72 h; Potency, µM (series often up to 115 µM), for the others: at the highest dose activity change, negative = cytotoxicity, most hits filed as inhibitors; further: potency means the concentration at half of the fitted maximal effect; nearly all actives have a fitted effect of over 60% in size
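ATP-coupled CellTiter-Glo luminescence served as viability read-out, recorded 10 min after reagent addition at room temperature. HEK 293 cells, 250 cells/well, had been incubated with pintool-transferred compound for 48 or 72 hr at 37 degree Celsius.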
NIH3T3 tox: NIH 3T3 cell cytotoxicity. NIH 3T3 viability, CellTiter-Glo ATP luminescence, 48-72 h. Potency, µM (series often up to 96.7 µM), for the others: top-dose activity change, negative = cytotoxicity, usual class: inhibitors. hit rate 4.3% among 94,000. AID 1345082; further: potency means the concentration at half of the fitted maximal effect; nearly all actives have a fitted effect of over 55% in size
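Mouse fibroblast NIH 3T3 cells, 400 per well, received compound via pintool and were incubated for 48 or 72 hr prior to CellTiter-Glo ATP luminescence measurement.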
GPT2 inh: blocks human glutamate pyruvate transaminase 2; Potency, µM (doses to about 57.7 µM), for inactives: at the top dose activity change, negative = inhibition, most hits filed as inhibitors; Recombinant GPT2, coupled pyruvate oxidase/HRP Amplex Red fluorescence; hit rate 0.25% among 100,000; further: potency means the concentration at half of the fitted maximal effect; nearly all actives have a fitted effect of over 60% in size; many of its hits are not listed in these tables
Target sequence (Q8TD30 whole entry, looked up): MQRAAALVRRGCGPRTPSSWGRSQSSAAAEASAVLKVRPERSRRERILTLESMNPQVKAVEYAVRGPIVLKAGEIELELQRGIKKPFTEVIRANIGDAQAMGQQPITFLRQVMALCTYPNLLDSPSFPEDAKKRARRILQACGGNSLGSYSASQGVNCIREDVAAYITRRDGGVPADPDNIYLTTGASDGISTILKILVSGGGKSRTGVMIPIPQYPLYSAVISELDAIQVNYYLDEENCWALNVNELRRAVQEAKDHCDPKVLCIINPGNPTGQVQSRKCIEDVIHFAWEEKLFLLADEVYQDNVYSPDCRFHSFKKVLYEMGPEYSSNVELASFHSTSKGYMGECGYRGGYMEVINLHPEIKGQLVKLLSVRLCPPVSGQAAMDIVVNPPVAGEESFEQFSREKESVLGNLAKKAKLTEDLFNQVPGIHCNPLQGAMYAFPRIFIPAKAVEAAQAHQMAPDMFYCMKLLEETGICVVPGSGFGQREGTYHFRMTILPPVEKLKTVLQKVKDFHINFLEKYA
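Recombinant GPT2 (10ng/uL) with 250uM a-KG and 2mM L-alanine, 30 min at room temperature, in HEPES pH 7.5 buffer. Pyruvate detected by pyruvate oxidase/HRP/Amplex Red fluorescence after 30 min in the dark; AOA (50uM) as positive control.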
SNCA viab count: cell viability loss counter-screen; HEK-293-SNCA-luc viability, GF-AFC fluorescence, 24 h; Potency, µM (doses to about 57.1 µM), for inactives: top-dose activity change, negative = cytotoxicity, usual class: cytotoxic; hit rate 0.12% among 150,000; AID 1671193;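 further: potency means the concentration at half of the fitted maximal effect; 0% = DMSO-treated cells and -100% = medium-only wells without cells; nearly all actives have a fitted effect of over 30% in size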
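HEK-293-SNCA-luc cells (1500/well) plated 24 h, then exposed 24 h to a dilution series; GF-AFC added 30 min at 37C, fluorescence 405/540 nm; normalised to medium-only and DMSO wells, Hill fit.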
SNCA expr inh: SNCA gene expression inhibition; AID 1671194; HEK-293 SNCA-luciferase knock-in, luminescence, 24 h; hit rate 0.17% among 140,000; Potency, µM (titrated, usually from 57.2 µM), for inactives: at the top dose activity change, negative = inhibition, hits mostly inhibitors;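 further: potency means the concentration at half of the fitted maximal effect; plate controls were DMSO cells for no effect and cell-free wells for full effect; nearly all actives have a fitted effect of over 45% in size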
Starred values were filed as active, the others as inactive; i = inactive; ? = inconclusive; · = not tested or not shown; [ ] = remark or other dose. Unless noted, the call rests on the fitted dose curve; in most records, active means well fitted curve in the direction sought with a large enough effect; inconclusive means small, poorly fitted or top-dose-only effect, or another doubt; inactive means no such curve, though single readings can be large; an effect the other way counts as inactive or inconclusive. Unless noted, on the % scale 0 is the no-effect control and ±100 the full control effect. This is a subset, so the mix of outcomes need not match the whole.

SMILES | IP6K1 inh | FLuc inh | HEK cytotox | NIH3T3 tox | GPT2 inh | SNCA viab count | SNCA expr inh
COc1ccc(-c2ccccc2NC(=O)C2CCCN(Cc3ccccc3O)C2)cc1 (stereo not given) | 9 | 4% | 25µM* | ? | 4% | -4% | -19%
COc1ccc(-c2noc([C@@H]3C[C@H](NS(=O)(=O)c4ccc(C)cc4)CN3C)n2)cc1 | -1 | -31%[172 µM] | ? | ? | i | -13%[87.6 µM] | 27%[87.6 µM]
CCCCn1c(=O)c(C(=O)N2CCN([S+](=O)([O-])c3cccs3)CC2)nc2cccnc21 | -8 | · | i | -3% | 0% | 10% | 6%
COc1ccc(C(=O)N2CCC3(CC2)NC(=O)N(Cc2ccc(C)cc2)C3=O)cc1 | 7 | 10% | -26% | -28% | -11% | -2% | 10%
O=C1CCN(C(=O)c2cccnc2)CCCC(C(=O)NCCC2=CCCCC2)CCN1 (stereo not given) | 0 | -3% | i | i | i | 1% | 7%
COC(=O)N(C)Cc1cccc(N2CCN([S+](=O)([O-])c3c(Cl)cccc3Cl)CC2)c1 | 6 | · | ? | ? | · | · | ·
CC(=O)C1=C(c2ccc(C)cc2)N(C(C)=O)n2c(nnc2-c2ccccc2)S1 | 1 | · | · | · | · | 4% | 11%
CCCCN(CC)CCCNC(=O)c1cn(C)c2ccc(S(=O)(=O)N(C)C3CCCCC3)cc2c1=O | 9 | · | · | · | · | -16% | -15%
COc1cc(F)ccc1-c1ccnc2nc(CC(C)C)nn12 | 10 | -10% | -26% | -8% | i | 5% | -28%
Cc1cc(OC(C)C(=O)N2CCC(c3nc4ccccc4o3)CC2)ccc1Cl (stereo not given) | 23 | · | · | · | · | -7% | ?
CCNC(=O)N1[C@@H](c2ccccc2)[C@@H](C(=O)OCC)C[C@]12CCCCN(CCOC)C2=O | -2 | · | ? | ? | · | · | ·
CCOC(=O)c1cnc2c(ccc3ccccc32)c1Nc1cccc(Cl)c1 | 46 | · | · | · | · | 2% | -16%
CCc1ccc(-c2nc3ccc(Br)cc3c(C(=O)O)c2C)s1 | 11 | · | · | · | · | 1% | 39%[activator]
Cc1cc2ncc(C(=O)NCC3CC3)cn2n1 | 3 | · | i | -2%[138 µM] | -7%[88.5 µM] | 5%[87.6 µM] | 14%[87.6 µM]
CCN(CC)C(=O)[C@@H]1CCC[C@@H](NS(=O)(=O)c2ccccc2)CN(C)C(=O)C1 | 4 | 3%[172 µM] | -1%[172 µM] | 4%[174 µM] | 0%[88.5 µM] | -10%[87.6 µM] | 25%[87.6 µM]
CN1CC(=O)N(c2cccc(F)c2)Cc2c(NC3CCNCC3)ncnc21 | -3 | · | 1% | i | i | -23% | -53%
C1CCc2nnnn2CC1 | · | · | · | · | 3% | 3% | -7%
O=C(Nc1ccnn1C1CCN(Cc2cccc(F)c2F)CC1)c1ccccc1Cl | 2 | 18% | ? | ? | i | 4% | 0%
CCCCNC(=O)CCCn1c(=O)c2ccccc2n(Cc2ccccc2C)c1=O | -20 | · | · | · | · | 6% | ?
O=C(NC1CCNCC1)c1cc(C2CC2)nc2onc(C3CCNC3)c12 (stereo not given) | -1 | · | -8% | -15% | 0% | 7% | -25%
CCOc1ccc(CN(Cc2cccc(Oc3ncccn3)c2)C2CC2)cc1 | -2 | -6% | ? | ? | 1%[11.5 µM] | -3% | 8%
O=C(Nc1ccccc1)c1ccc(Br)c(S(=O)(=O)N2CCCCC2)c1 | 37 | · | · | · | · | ? | 22%
COC(=O)N[C@@H]1C[C@H]2C[C@@H](C(C)C)OC[C@@]2(c2ccccc2)C1 | 19 | · | ? | -28% | · | · | ·
CC(C)(C)C(=O)N1C[C@@H](COc2cccnc2)[C@H](c2ccccn2)C1 | 9 | 3% | 4% | -15% | -1% | -1% | 1%
CN(C)c1nccnc1OC1CCN(C(=O)CCC(=O)c2ccc(F)cc2)C1 (stereo not given) | 7 | ? | ? | -20% | i | 4% | 35%[activator]
CN(Cc1cc2n(n1)CCNC2)Cc1cnc(-c2ccccc2)s1 | 3 | -12% | -20% | -18% | -8% | 0% | 28%
CCOc1ccc(NC(=O)c2nnn(-c3ccc(F)c(Cl)c3)c2C)cc1 | 10 | · | · | · | · | 3% | -5%
COc1cccc(CNC[C@H]2O[C@H](Cc3cc(CN4CCOCC4)on3)CC[C@@H]2O)c1 | -10 | 0%[172 µM] | -22%[172 µM] | 0%[174 µM] | -4%[88.5 µM] | 9%[87.6 µM] | 17%[87.6 µM]
COc1ccc(CCNC(=O)CN2C(=O)NC(c3ccc(C)cc3)C3=C2COC3=O)cc1OC (stereo not given) | 1 | -19% | -27% | -28% | ? | 3% | 1%
CN(C)CC[C@@H](c1ccc(Cl)cc1)c1ccccn1 | -10 | · | · | · | 0% | 6% | 22%
O=C(Nc1ccc2nc(SCC(=O)N3CCCC3)sc2c1)c1cccc(F)c1 | 37 | · | · | · | · | -21% | 10%
COc1ccc(Cn2c(=O)c(C(=O)N3CCN(C(=O)Nc4ccc(Cl)cc4)CC3)nc3cccnc32)cc1 | 0 | · | ? | ? | i | -10%[12.5 µM] | 1%
COc1ccc(C(=O)Nc2ccc3nc4c(c(Nc5ccccc5OC)c3c2)CCCC4)c(OC)c1 | -3 | · | · | · | · | -7% | -20%
Cc1cccc(N2CCn3c2nc2c3c(=O)n(CCc3ccccc3)c(=O)n2C)c1 | 24 | · | · | · | · | 0% | -18%
COC(=O)c1cccnc1-n1c(=O)c2cccnc2n(CC(=O)Nc2cccc(C(F)(F)F)c2)c1=O | 11 | · | · | · | · | 0% | -5%
O=S(=O)(c1ccc(C(F)(F)F)cc1)N1CCCC(Cn2cnc3cccnc32)C1 (stereo not given) | 4 | 0% | ? | -19% | 4% | -8% | -10%
COc1ccc(OC)c(NC(=O)C2CCCN(S(=O)(=O)c3c(C)nn(C)c3C)C2)c1 (stereo not given) | -9 | · | · | · | · | -2% | -13%
COc1ccc(-c2cc(N3CCC(NC(=O)c4ccc(C)cc4C)C3)n[nH]2)cc1 (stereo not given) | 13 | -9% | ? | ? | -19% | -18% | 18%
Cc1ccc(C2Cn3cnc(C(=O)N4CCC(C(=O)NCCc5ccccc5)CC4)c3CO2)cc1 (stereo not given) | -3 | ? | -3% | 0% | i | 2% | 27%
CC(NC1CCN(c2ccc(NC(=O)C3CCCC3)cc2)CC1)c1cccs1 (stereo not given) | 14 | -6% | 5% | -4% | i | 13% | 37%[activator]
O=C(Nc1ccccc1F)NC1CCN(Cc2cccc(-c3ccc(F)c(F)c3)c2)CC1 | 7 | · | ? | 11µM* | · | · | ·
Cc1nnnn1-c1ccc(C(=O)Nc2ccc3c(c2)C(=O)N2CCC[C@H]2C(=O)N3)cc1 | -5 | -10% | -7% | -12% | 0% | 10% | -3%
O=C(C1CCOCC1)N1CCCC(CCc2ccccc2C(F)(F)F)C1 (stereo not given) | 13 | -10% | ? | ? | 2% | 4% | 44%[activator]
Cc1ccc(CSCCNC(=O)CN(c2cccc(C)c2C)S(=O)(=O)c2ccccc2)cc1 | 17 | · | · | · | · | -15% | -58%
CCc1ccc(NC(=O)CSc2cn(CC(=O)N3CCCC3)c3ccccc23)cc1 | -3 | · | · | · | · | -18% | 47%[activator]
CCCOc1ccc(C(=O)N(Cc2ccc(N(C)C)cc2)CC2CCCO2)cc1 (stereo not given) | -10 | · | · | · | · | -9% | 15%
Cc1ccc(C)c(NC(=O)C2CCCN(S(=O)(=O)c3c(C)noc3/C=C/N(C)C)C2)c1 (stereo not given) | 26 | · | · | · | · | -8% | 1%
COCC(=O)Nc1ccc(-c2c(CC(C)C)nn(-c3ccccc3)c2OC(C)=O)cc1 | -2 | 7% | -18% | -11% | ? | -4% | 1%
Cc1ccc(-n2nc3c(N4CCCC(C(=O)NCc5ccc(Cl)cc5)C4)nnc(C)c3c2C)cc1 (stereo not given) | 19 | · | · | · | · | -1% | 11%
Cc1ccc(C(=O)N2CCCCCCNC(=O)[C@@H]3C[C@@H](c4nc(Cc5ccccc5)no4)C[C@@H]32)cn1 | 4 | 2% | ? | -26% | 1% | -5% | 39%[activator]
Cc1cc(=O)n(CC(=O)Nc2ccccc2C)c(-c2ccc(F)cc2)n1 | 5 | -1% | ? | ? | i | -8% | -11%
Cn1nc(C2CCCC2)cc1N[S+](=O)([O-])c1ccccc1 | 1 | · | -2%[172 µM] | ? | 3%[88.5 µM] | 6%[87.6 µM] | -27%[87.6 µM]
Cc1ccc(N2CC(c3noc(-c4cc(F)ccc4Cl)n3)CC2=O)cc1 (stereo not given) | 12 | -5% | ? | ? | i | 12% | 3%
CC(=O)N1CCc2nn(CC(=O)Nc3cccc(C)c3)c(=O)cc2C1 | 1 | -4% | 13% | i | i | -23% | -29%
CCOc1ccccc1NC(=O)Cn1c(=O)n(-c2ccc(C)cc2)c(=O)c2c1cnn2C | 3 | · | · | · | · | -15% | 24%
CCNC(=O)CCc1c(C)nn(-c2ccc(F)cc2)c1Oc1ccccc1 | 3 | 3% | -28% | ? | -4% | -3% | 0%
Cc1ccc(C(=O)N2CCC3(CC2)CN(C2CCC2)CC3CO)s1 (stereo not given) | 27 | -2% | ? | -29% | i | -1%[12.5 µM] | 2%
O=C1CC(c2noc(-c3ccccc3)n2)CN1c1ccc(F)c(Cl)c1 (stereo not given) | -2 | -2% | ? | -20% | i | -3% | -5%
N#Cc1ccccc1S(=O)(=O)N[C@H]1CO[C@H]2[C@@H]1OC[C@H]2OC(=O)Nc1ccc(Oc2ccccc2)cc1 | 6 | 40µM* | ? | ? | 1% | -7% | -25%
COCCCNC(=O)CCCCn1c(=O)c2ccccc2n(CC(=O)Nc2ccc(C)cc2C)c1=O | -1 | · | · | · | · | 12% | 25%
COc1cc(C(=O)N2CCNC(=O)C2CC(=O)Nc2ccc(C)c(C)c2)cc(OC)c1OC (stereo not given) | 2 | · | · | · | · | 4% | 11%
c1ccc(CN2CC(CNc3cccnc3)C3(C2)CN(c2ccccc2)C3)cc1 (stereo not given) | -8 | -6%[172 µM] | ? | 50µM* | 0%[88.5 µM] | -13%[87.6 µM] | -30%[87.6 µM]
Cc1cccc(NC(=O)CSC2=Nc3ccccc3C3=NC(CCC(=O)NCc4ccco4)C(=O)N23)c1 (stereo not given) | -12 | · | · | · | · | -23% | ?

Among those listed so far, two contain bromine.
SMILES | IP6K1 inh | FLuc inh | HEK cytotox | NIH3T3 tox | GPT2 inh | SNCA viab count | SNCA expr inh
CCc1ccc(-c2nc3ccc(Br)cc3c(C(=O)O)c2C)s1 | 11 | · | · | · | · | 1% | 39%[activator]
O=C(Nc1ccccc1)c1ccc(Br)c(S(=O)(=O)N2CCCCC2)c1 | 37 | · | · | · | · | ? | 22%
